Large T inhibition: SV40 large T antigen inhibitors, biochemical (AID 1903); SV40 large T antigen ATPase/helicase inhibition assay; higher % means a stronger effect; 310,000 compounds, 0.39% hits; inhibition, % at 20 µM, or IC50 in µM where a hit was titrated; in the data active = a potency from the dose series; inconclusive = inhibition mostly from about 32% at the one dose, without a potency; inactive = the rest, 99 in 100 with inhibition below about 32%; note: strong numbers were not always called active
MgcRacGAP inhibition: MgcRacGAP GTPase-activating activity inhibitors, confirmation, biochemical, ADP Hunter fluorescence; inhibition, % at 30 µM, or IC50 in µM where a hit was titrated; AID 624330, 2012; Rac GTPase-activating protein 1 (Homo sapiens); MgcRacGAP-stimulated Rac1 GTP hydrolysis, ADP Hunter fluorescence; higher % means a stronger effect; GST-tagged Rac1 F28L mutant substrate; 340,000 compounds, 0.6% hits;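 active = first-screen hits whose inhibition reached a set limit at any dose in the follow-up dose series; inconclusive = inhibition above the set first-screen limit but never retested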;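 note: fluorescence reports GDP produced by GAP-driven GTP hydrolysis; strong numbers were not always called active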
bCat nuc transl: modulators of beta-catenin nuclear translocation, primary screen, imaging, HeLa cells, immunofluorescence, high-content; nuclear translocation activity, % at 5 µM; 190,000 compounds, 0.3% hits;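 active = nuclear translocation activity above 50% at 5 µM, with a well cell count of 50 or more; inconclusive = wells under 50 cells across six images, flagged as toxic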;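 note: per-cell ratio of nuclear to cytoplasmic median beta-catenin stain intensity; plate controls were DMSO negative control for no effect and GSK-3 inhibitor IX positive control for full effect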
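Test system: human HeLa cells, native beta-catenin. Compound dosing: 5 µM primary single dose, 0.1% DMSO, 0.02–20 µM confirmation series. Incubation: compound exposure 24 h at 37°C. Detection: beta-catenin immunostaining with DAPI counterstain, 20x imaging, 6 fields/well. Read-out basis: Nuclear/cytoplasmic beta-catenin signal ratio, % activation.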
T cell HTS: modulators of CD8 T cell-vesicle binding, primary screen, mouse 2C CD8+ T cells, flow cytometry. calls only at 7 µM. 330,000 compounds, 0.068% hits. 2C CD8+ T cell-vesicle binding; active compounds read low;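 active = response, share of CD8 T cells binding vesicles, and their 90th percentile fluorescence all below set limits, cut at about 80% in these data, passing the limit was not always enough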
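Material: 2C TCR transgenic mouse naive CD8+ T cells, MACS-purified. Also added: QL9-charged Drosophila Ld/ICAM-1/B7-1 vesicles. Timing: binding 1.5 h at 37 °C. Measured by: high-throughput flow cytometry with anti-B7-1 and anti-CD8 staining. Read-out: percent CD8+ FL2 mean versus row control. Controls: Unloaded micro-vesicles (low), QL9 vesicles with 0.7% DMSO (high).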
WT yeast gro inh: growth inhibition of WT strain, primary screen, mitochondrial fusion inhibitor project, WT and mutant strains, chemical genetic; mitochondrial fusion phenotypic screen; inhibition, % at 10 µM; 190,000 compounds, 2.1% hits; AID 1362, 2008; in the data active = inhibition above about 58%; tested in S. cerevisiae
West Nile antiviral: West Nile virus antiviral activity, cell-based, CPE readout (AID 1621); West Nile virus-infected cells, CPE inhibition; higher % means a stronger effect; one-dose CPE inhibition, % at 10 µM; IC50 in µM for titrated hits; 290,000 compounds, 0.02% hits; in the data active = a potency from the dose series; inconclusive = CPE inhibition mostly from about 3.7% at the one dose, without a potency; inactive = the rest, 99 in 100 with CPE inhibition below about 2.2%; note: strong numbers were not always called active
RSV antiviral HEp-2: RSV antiviral activity via CPE protection, HEp-2 cells, primary 10 µM value included (AID 2391). HEp-2 cells, RSV-induced CPE inhibition; higher % means a stronger effect. one-dose CPE inhibition, % at 10 µM; IC50 in µM for titrated hits. 310,000 compounds, 0.13% hits; in the data active = a potency from the dose series; inconclusive = CPE inhibition mostly from about 23% at the one dose, without a potency; inactive = the rest, 99 in 100 with CPE inhibition below about 21%; note: strong numbers were not always called active
Salmonella PhoP GFP: inhibitors of PhoP regulon expression, primary screen, Salmonella Typhimurium, GFP reporter (AID 1863); S. Typhimurium PhoP-regulated promoter GFP reporter, 4 h; higher % means a stronger effect; inhibition, % at 50 µM; hits with a dose series show IC50 in µM; 300,000 compounds, 0.16% hits;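 active = inhibition over 29.93%, a cutoff 3 SD above the screen mean, later confirmed by dose response; inconclusive = inhibition over 29.93% but no dose response follow-up; inactive = inhibition at most 29.93% or unconfirmed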;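 note: 0% = low Mg2+ inducing control and 100% = high Mg2+ repressing control; strong numbers were not always called active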
Myeloid diff MLP: induction of myeloid progenitor differentiation, primary screen, cell-based, flow cytometry, MLPCN library. 360,000 compounds, 1% hits. ER-HoxA9 myeloid progenitors, lysozyme-GFP differentiation. calls only at 10 µM;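 active = normalized GFP-positive differentiation at or above the plate's own cutoff, the solvent-only control mean plus 3 SD; inconclusive = no clear call, values can overlap the other calls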;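 note: cells exposed to compound for four days before flow analysis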
WT yeast gro inh mutant strain: recorded beside WT yeast gro inh, whose call it bears; inhibition, %; mitochondrial fusion phenotypic screen, mutant strain inhibition
bCat nuc transl cell count 5 µM: second read-out of bCat nuc transl, no call of its own (marks repeat the call); cell count; measured here: cell count, cytotoxicity flag
T cell HTS vesicle-bound %: also measured in T cell HTS; calls as there; double positive events, %; measured here: CD8+ vesicle-bound cell fraction;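 binding gate set so that unloaded-vesicle control wells show 10% double positive cells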
Myeloid diff MLP GFP+ MAC1+ %: also measured in Myeloid diff MLP; calls as there; GFP+ MAC1+ double positive, %; measured here: differentiation confirmed by MAC1 staining
* = called active by the depositor.

Screening N#Cc1ccc(-c2ccc(F)cc2)nc1SCC(=O)Nc1sc2c(c1C#N)CCC2 returned Large T inhibition -0.3%, MgcRacGAP inhibition 4.7%, bCat nuc transl -2.1, T cell HTS inactive, WT yeast gro inh 6.5, West Nile antiviral 0.4%, RSV antiviral HEp-2 3.6%, Salmonella PhoP GFP -16.0%, Myeloid diff MLP inactive, WT yeast gro inh mutant strain -8.2, bCat nuc transl cell count 5 µM 1000, T cell HTS vesicle-bound % 52.8 and Myeloid diff MLP GFP+ MAC1+ % 4.5.
CCOc1ccc(CNC(=O)CS(=O)(=O)Cc2nc(-c3ccc(OC)cc3)oc2C)cc1 was read as Large T inhibition 10.6%, MgcRacGAP inhibition -1.6%, T cell HTS inactive, West Nile antiviral -0.8%, RSV antiviral HEp-2 4.3%, Myeloid diff MLP inactive, T cell HTS vesicle-bound % 24.6 and Myeloid diff MLP GFP+ MAC1+ % 4.0.
`O=C(CCc1ccc(O)c(O)c1)N/N=C/c1cc2c(cc1[N+](=O)[O-])OCO2` gave Large T inhibition 13.9µM*, MgcRacGAP inhibition inconclusive, T cell HTS inactive, West Nile antiviral -1.1%, RSV antiviral HEp-2 1.5%, Salmonella PhoP GFP -4.5%, Myeloid diff MLP inactive, T cell HTS vesicle-bound % 60.9 and Myeloid diff MLP GFP+ MAC1+ % 2.4.
Screening Cc1[nH]c2ccccc2c1C(=O)C(=O)NCCc1ccc(S(N)(=O)=O)cc1 returned Large T inhibition 5.1%, MgcRacGAP inhibition 2.2%, bCat nuc transl -4.3, T cell HTS inactive, WT yeast gro inh 4.2, West Nile antiviral 0.5%, RSV antiviral HEp-2 0.6%, Salmonella PhoP GFP -2.1%, Myeloid diff MLP inactive, WT yeast gro inh mutant strain -1.1, bCat nuc transl cell count 5 µM 529, T cell HTS vesicle-bound % 10.9 and Myeloid diff MLP GFP+ MAC1+ % 0.6.
For NS(=O)(=O)c1ccc(NC(=S)N2CCN(c3ccccc3)CC2)cc1 the results were Large T inhibition 15.0%, MgcRacGAP inhibition 10.3%, bCat nuc transl -1.0, T cell HTS inactive, WT yeast gro inh 14.1, West Nile antiviral -0.3%, RSV antiviral HEp-2 2.3%, Salmonella PhoP GFP 7.4%, Myeloid diff MLP inactive, WT yeast gro inh mutant strain 13.9, bCat nuc transl cell count 5 µM 1110, T cell HTS vesicle-bound % 14.8 and Myeloid diff MLP GFP+ MAC1+ % 0.3.
For O=C(Nc1cccc([N+](=O)[O-])c1)c1ccccc1 the results were Large T inhibition 13.5%, MgcRacGAP inhibition -12.4%, bCat nuc transl -0.4, T cell HTS inactive, West Nile antiviral -0.7%, RSV antiviral HEp-2 3.5%, Salmonella PhoP GFP 4.7%, Myeloid diff MLP inactive, bCat nuc transl cell count 5 µM 1340, T cell HTS vesicle-bound % 41.9 and Myeloid diff MLP GFP+ MAC1+ % 0.7.
Screening COc1ccc(O)c(/C=N/NC(=O)CCC(=O)Nc2cccc(C)c2)c1 returned Large T inhibition 2.9%, MgcRacGAP inhibition 6.3%, T cell HTS inactive, West Nile antiviral -0.8%, RSV antiviral HEp-2 0.5%, Salmonella PhoP GFP 2.7%, Myeloid diff MLP inactive, T cell HTS vesicle-bound % 22.5 and Myeloid diff MLP GFP+ MAC1+ % 0.3.
For Cc1ccccc1NC(=O)CSc1n[nH]c(-c2ccco2)n1 the results were Large T inhibition 4.3%, MgcRacGAP inhibition 7.5%, bCat nuc transl -1.1, T cell HTS inactive, WT yeast gro inh 12.4, West Nile antiviral 1.0%, RSV antiviral HEp-2 0.5%, Salmonella PhoP GFP -0.2%, Myeloid diff MLP inactive, WT yeast gro inh mutant strain 5.9, bCat nuc transl cell count 5 µM 1039, T cell HTS vesicle-bound % 24.6 and Myeloid diff MLP GFP+ MAC1+ % 0.6.
Cc1nn(CC(=O)Nc2ccccc2C(F)(F)F)c(=O)c2cccn12 was read as Large T inhibition -1.8%, MgcRacGAP inhibition 3.4%, T cell HTS inactive, West Nile antiviral 0.5%, RSV antiviral HEp-2 -0.5%, Salmonella PhoP GFP 0.7%, Myeloid diff MLP inactive, T cell HTS vesicle-bound % 10.8 and Myeloid diff MLP GFP+ MAC1+ % 2.0.
For O=C1COc2ccc(C(=O)COC(=O)c3ccc(Cl)cc3[N+](=O)[O-])cc2N1 the results were Large T inhibition 10.2%, MgcRacGAP inhibition 8.6%, T cell HTS inactive, RSV antiviral HEp-2 -0.9%, Salmonella PhoP GFP -3.2%, Myeloid diff MLP inactive, T cell HTS vesicle-bound % 7.3 and Myeloid diff MLP GFP+ MAC1+ % 0.6.
For O=C(CN1C(=O)c2ccccc2S1(=O)=O)Nc1ccon1 the results were Large T inhibition 14.8%, MgcRacGAP inhibition 3.2%, T cell HTS inactive, RSV antiviral HEp-2 -1.7%, Salmonella PhoP GFP -0.8%, Myeloid diff MLP inactive, T cell HTS vesicle-bound % 34.3 and Myeloid diff MLP GFP+ MAC1+ % 0.9.
`Cc1ccnc(SCCn2c(Br)nc3c2c(=O)[nH]c(=O)n3C)n1` gave MgcRacGAP inhibition 7.5%, bCat nuc transl -3.9, T cell HTS inactive, West Nile antiviral 0.4%, RSV antiviral HEp-2 2.4%, Myeloid diff MLP inactive, bCat nuc transl cell count 5 µM 1070, T cell HTS vesicle-bound % 54.6 and Myeloid diff MLP GFP+ MAC1+ % 1.3.
Screening O=C(CN1CCN(c2ccccn2)CC1)Nc1ccc(Oc2ccccc2)cc1 returned Large T inhibition 10.2%, MgcRacGAP inhibition 3.4%, T cell HTS inactive, WT yeast gro inh 8.3, West Nile antiviral -0.5%, RSV antiviral HEp-2 16.1%, Salmonella PhoP GFP 15.6%, Myeloid diff MLP inactive, WT yeast gro inh mutant strain 15.4, T cell HTS vesicle-bound % 31.0 and Myeloid diff MLP GFP+ MAC1+ % 0.7.
Cc1c(CC(=O)O)c(=O)oc2c(C)c(OCc3nn[nH]n3)ccc12 was read as Large T inhibition 6.0%, MgcRacGAP inhibition 8.6%, bCat nuc transl -0.4, T cell HTS inactive, West Nile antiviral 0.5%, RSV antiviral HEp-2 -0.4%, Salmonella PhoP GFP -0.9%, Myeloid diff MLP active, bCat nuc transl cell count 5 µM 984, T cell HTS vesicle-bound % 36.5 and Myeloid diff MLP GFP+ MAC1+ % 37.2*.
For Cc1ccccc1S(=O)(=O)Cc1ccc(C(=O)NCc2cccnc2)o1 the results were Large T inhibition 2.1%, MgcRacGAP inhibition 5.6%, bCat nuc transl -0.8, T cell HTS inactive, WT yeast gro inh 14.2, West Nile antiviral -0.7%, RSV antiviral HEp-2 4.2%, Salmonella PhoP GFP 11.0%, Myeloid diff MLP inactive, WT yeast gro inh mutant strain -9.7, bCat nuc transl cell count 5 µM 954, T cell HTS vesicle-bound % 17.3 and Myeloid diff MLP GFP+ MAC1+ % 1.2.
For COc1ccc(OC)c(S(=O)(=O)n2cnc3ccccc32)c1 the results were Large T inhibition 8.0%, MgcRacGAP inhibition 12.8%, T cell HTS inactive, West Nile antiviral -1.6%, RSV antiviral HEp-2 -0.2%, Salmonella PhoP GFP 0.6%, Myeloid diff MLP inactive, T cell HTS vesicle-bound % 28.6 and Myeloid diff MLP GFP+ MAC1+ % 0.2.
COC(=S)N/C(=N\S(=O)(=O)c1ccc(Cl)cc1)c1ccccc1 was read as Large T inhibition 6.8%, MgcRacGAP inhibition 13.2%, T cell HTS inactive, West Nile antiviral 0.2%, RSV antiviral HEp-2 1.2%, Salmonella PhoP GFP -10.0%, Myeloid diff MLP inactive, T cell HTS vesicle-bound % 40.5 and Myeloid diff MLP GFP+ MAC1+ % 2.5.
For CCOc1cc(C(=O)Nc2ccc(S(=O)(=O)Nc3cnc4ccccc4n3)cc2)cc(OCC)c1OCC the results were Large T inhibition 18.5%, MgcRacGAP inhibition -8.2%, T cell HTS inactive, RSV antiviral HEp-2 6.3%, Myeloid diff MLP inactive, T cell HTS vesicle-bound % 36.6 and Myeloid diff MLP GFP+ MAC1+ % 0.9.
For CC1=C(C)CC(C(=O)N2CCN(Cc3ccccc3)CC2)C(C(=O)O)C1 (centres undefined) the results were Large T inhibition 2.9%, MgcRacGAP inhibition 5.6%, bCat nuc transl 0.8, T cell HTS inactive, WT yeast gro inh -0.1, West Nile antiviral 0.0%, RSV antiviral HEp-2 0.6%, Salmonella PhoP GFP -7.9%, Myeloid diff MLP inactive, WT yeast gro inh mutant strain -30.2, bCat nuc transl cell count 5 µM 1136, T cell HTS vesicle-bound % 8.7 and Myeloid diff MLP GFP+ MAC1+ % 0.3.
O=C(Cn1nnc(-c2cccs2)n1)NCc1ccco1 was read as Large T inhibition 11.0%, MgcRacGAP inhibition 4.1%, bCat nuc transl -0.8, T cell HTS inactive, WT yeast gro inh 3.2, West Nile antiviral 0.1%, RSV antiviral HEp-2 3.4%, Salmonella PhoP GFP -1.2%, Myeloid diff MLP inactive, WT yeast gro inh mutant strain -14.8, bCat nuc transl cell count 5 µM 894, T cell HTS vesicle-bound % 1.6 and Myeloid diff MLP GFP+ MAC1+ % 0.3.
For Cc1ccc2nc(NC(=O)c3ccco3)sc2c1 the results were Large T inhibition 11.8%, MgcRacGAP inhibition 5.0%, T cell HTS inactive, WT yeast gro inh 27.1, West Nile antiviral 0.1%, RSV antiviral HEp-2 7.8%, Salmonella PhoP GFP 4.6%, Myeloid diff MLP inactive, WT yeast gro inh mutant strain 29.3, T cell HTS vesicle-bound % 45.9 and Myeloid diff MLP GFP+ MAC1+ % 0.7.
For O=C(N/N=C/c1ccc(O)cc1O)C(=O)N/N=C/c1ccc(O)cc1O the results were Large T inhibition inconclusive, MgcRacGAP inhibition 16.7%, T cell HTS inactive, West Nile antiviral -0.1%, RSV antiviral HEp-2 4.7%, Salmonella PhoP GFP 29.4%, Myeloid diff MLP inactive, T cell HTS vesicle-bound % 53.3 and Myeloid diff MLP GFP+ MAC1+ % 0.2.
